# Htt clearance: mutant huntingtin protein clearance; HeLa Exon1htt(103Q)mCFP, aggregate imaging; zero = plate's median compound well; inhibition, % at 1.5 µM; 0.42% of 47,000 active;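 active = inhibition of aggregate fluorescence above about 70%, also judged a hit by eye on the cell image, limit read from the data, passing the limit was not always enough; inconclusive = no rule stated for this call; inactive = not judged a hit on image review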;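 also: cells exposed to compound for three days before fixation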
# Htt clearance grain fraction: also measured in Htt clearance; calls as there; fraction fluorescence in grains; measured here: aggregate grain fluorescence fraction; hits give low values;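 scaled fraction of total cell fluorescence in grains with unit not stated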
# * = called active by the depositor; ? = inconclusive; . = not tested or not shown. Some of the compounds tested (hit frequency here may not be typical).
No.	canonical_smiles	Htt clearance	Htt clearance grain fraction
1	COc1ccc(CNC(=O)Nc2ccc(OC)cc2)cc1	13	17
2	Cc1cc([N+](=O)[O-])ccc1NCc1ccc2ccccc2c1	-14	38
3	CCCn1c(=C(C#N)C#N)s/c(=C2\C=Cc3ccccc3N2CC)c1=O	-17	42
4	O=C(NCc1cccnc1)C1c2ccccc2C(=O)N1C1CCCCCC1 (centres undefined)	0	39
5	N/C(=N\c1nc2ccccc2o1)NC(=O)C(Cc1ccccc1)N1C(=O)c2ccccc2C1=O (centres undefined)	-5	44
6	O=C(c1ccccc1)c1cc2ccccc2o1	-21	25
7	CCOc1ccc2nc(NC(=O)CSC3=NCCS3)sc2c1	15	28
8	CCNC(=S)NNC(=O)c1cc(-c2cccc(C)c2)nc2ccccc12	17	32
9	CC(C)(C)S(=O)(=O)c1ccccc1C(=O)O	-3	38
10	CCC(c1nnc(SCc2nc3ccccc3s2)n1Cc1ccccc1)N(C)C (centres undefined)	8	32
11	O=C(CN(Cc1ccco1)C(=O)Cn1nnc(-c2ccc(F)cc2)n1)NC1CCCC1	31	12
12	CC(C)NC(=O)COC(=O)c1cc(F)c(F)cc1Cl	17	20
13	CCOC(=O)Cc1nnc2c(Nc3ccc(C)cc3)nc3nonc3n12	-8	19
14	CCOc1cc(NS(C)(=O)=O)c(OCC)cc1NC(=O)c1cccs1	30	13
15	Cn1c(=O)n(Cc2ccc(Cl)cc2)c2ccccc21	27	23
16	CCOC(=O)/C(C#N)=C\C1=C(N2CCCC2)CC(C)(CC)OC1 (centres undefined)	-34	23
17	COc1cccc(/C=c2/s/c(=C(\C#N)C(=O)N3CCOCC3)n(-c3ccccc3)c2=O)c1	-6	40
18	O=C(/C=C/c1ccccc1)N1CCN(CC(O)COc2ccccc2)CC1 (centres undefined)	7	36
19	c1ccc(-n2ncc3c2ncn2c(C4CCCCC4)nnc32)cc1	14	33
20	CC1(C)CC(=O)C(C=NCCCN2CCOCC2)=C(O)C1	-5	42
21	CCC(c1nnnn1Cc1ccco1)N(CCc1ccccc1)Cc1cc2ccc(OC)cc2[nH]c1=O (centres undefined)	47	19
22	CCn1cc(C(=O)NCc2ccccn2)c(=O)c2cc(S(=O)(=O)N3CCCCC3)ccc21	36	19
23	COC(=O)CNC(=O)COC(=O)C(Cc1ccccc1)NC(=O)c1ccco1 (centres undefined)	-16	41
24	COC(=O)Cc1ccc(NC(=O)c2ccc(C(C)(C)C)cc2)cc1	24	17
25	O=C(NCc1ccc2c(c1)OCO2)c1cccc(S(=O)(=O)N2CCOCC2)c1	7	16

# Full records as entered above. Screens in order: Htt clearance | Htt clearance grain fraction
# O=C(/C=C/c1ccccc1)N1CCN(CC(O)COc2ccccc2)CC1 (centres undefined) across the screens: 7 | 36
# O=C(NCc1cccnc1)C1c2ccccc2C(=O)N1C1CCCCCC1 (centres undefined) across the screens: 0 | 39
# c1ccc(-n2ncc3c2ncn2c(C4CCCCC4)nnc32)cc1 across the screens: 14 | 33
# CCOC(=O)Cc1nnc2c(Nc3ccc(C)cc3)nc3nonc3n12 across the screens: -8 | 19
# O=C(CN(Cc1ccco1)C(=O)Cn1nnc(-c2ccc(F)cc2)n1)NC1CCCC1 across the screens: 31 | 12

# Next structures.
No.	canonical_smiles	Htt clearance	Htt clearance grain fraction
26	Cc1cc(=O)oc(C)c1C(=O)NC12CC3CC(CC(C3)C1)C2	-23	42
27	COc1cccc(C2/C(=C(\O)c3ccc4c(c3)OCCO4)C(=O)C(=O)N2CCN(C)C)c1 (centres undefined)	-14	39
28	Cc1ccccc1-c1nc(CS(=O)(=O)CC(=O)NCCCN2CCCC2)c(C)o1	-4	47
29	O=S(=O)(Nc1cccc2cn[nH]c12)c1ccc(F)cc1	-19	24
30	Cn1cnnc1SCC(=O)N1CCC(Cc2ccccc2)CC1	-50	30
31	COc1ccc(C2C(C(=O)NC(C)C)c3ccccc3C(=O)N2C)cc1OC (centres undefined)	3	37
32	CC(C)N(Cc1nc(-c2ccccc2)no1)C(=O)C1CCCCC1	-6	21
33	COc1ccc(N2CCN(CC(=O)Nc3cc4c(cc3C(C)=O)OCO4)CC2)cc1	-11	19
34	COC(=O)CSc1nnc(-c2ccncc2)n1N	-17	47
35	CS(=O)(=O)N(Cc1ccco1)Cc1ccccc1Cl	-13	19
36	CCCOc1ccc(N2C(=O)CC(N3CCN(c4nc5ccccc5s4)CC3)C2=O)cc1 (centres undefined)	-38	52
37	CCC(=O)OC1CSc2nc3ccccc3n2C1 (centres undefined)	44	10
38	O=C(CSc1ncn[nH]1)Nc1ccccc1-c1ccccc1	?	.
39	COc1ccc(C2C3=C(CC(C)(C)CC3=O)Nc3cc4c(cc32)OCO4)cc1 (centres undefined)	-33	50
40	CC1(C)CC(=O)C(C=Nc2ccc(Cl)cn2)=C(O)C1	-4	36
41	O=C1C2C(C(=O)N1/N=C/c1cc([N+](=O)[O-])ccc1O)C1C=CC2C12CC2 (centres undefined)	-8	42
42	COc1ccc(NC(=O)Cn2nnc(-c3ccc(CN4CCOCC4)cc3)n2)c(OC)c1	-43	50
43	CCN(CC)C(=O)CSc1nnc(-c2ccc(S(=O)(=O)NCc3ccccc3Cl)cc2)o1	-33	28
44	CC(NS(=O)(=O)c1ccc(F)cc1)C(=O)NCc1ccncc1 (centres undefined)	-10	23
45	CCOC(=O)c1ccc(NC(=O)N2CCN(S(C)(=O)=O)CC2)cc1	-37	27
46	c1ccc2c(c1)ccc1nnc(SCc3ccc4c(c3)OCO4)n12	26	39
47	CCN(CC)CCCNc1cc2n(c(=O)n1)CCc1cc(OC)c(OC)cc1-2	-25	43
48	CC(=O)Oc1c(S(=O)(=O)c2ccccc2)c(C)nn1C(C)(C)C	-61	26
49	N#Cc1ccccc1NC(=O)c1ccccc1OCC(=O)NCc1ccco1	-42	25
50	CCOC(=O)c1ccc(N2C(=O)CC(N3CCC(C(=O)OCC)CC3)C2=O)cc1 (centres undefined)	2	20
51	O=Cc1cc2ccccc2nc1SCc1ccc(Cl)cc1	-434	114
52	Cc1[nH]n(CCC#N)c(=O)c1CC(=O)N1CCN(c2ccccc2)CC1	11	27
53	CC(OC(=O)c1ccc2ccccc2n1)C(=O)Nc1ccc(N2CCOCC2)cc1 (centres undefined)	-14	40
54	O=C(Nc1ccccc1C(=O)N1CCOCC1)C1CCC(=O)N1C1CCCC1 (centres undefined)	-92	40
55	Cc1ccc(C2C3=C(CCCC3=O)Nc3nc(SCC(=O)NCc4ccco4)[nH]c(=O)c32)cc1 (centres undefined)	16	17
56	Brc1ccc(-c2nn3c(Cc4ccccc4)nnc3s2)o1	-10	22
57	CCCNC(=O)Cn1cnc2sc(C(=O)N3CCCC(C(=O)OCC)C3)c(C)c2c1=O (centres undefined)	-57	64
58	Nc1nnc(SCC(=O)NCCOc2ccccc2)s1	9	18
59	Cn1c(N)c(N2CCCCC2)c(=O)n(CC(=O)Nc2ccc(Cl)c(Cl)c2)c1=O	-8	41
60	COCC(C)NC(=O)c1ccc(Cl)c(Cl)c1 (centres undefined)	2	20
61	O=C(O)CCC(=O)N1CCc2cc(S(=O)(=O)N3CCCCC3)ccc21	4	35
62	CCCOc1ccc(C(=O)N2CCCC2)cc1OC	-8	22
63	O=C(Cn1nnc(-c2ccc(CN3CCOCC3)cc2)n1)NC1CCCCC1	13	17
64	CCC(C)c1ccc(NC(=O)C2CC2)cc1 (centres undefined)	30	14
65	CCc1ccc(NC(=O)CS(=O)CC(=O)Nc2ccc(F)cc2F)cc1 (centres undefined)	-38	46
66	CCN(CC)CCNC(=O)C1CCC(=O)N1CCc1ccccc1 (centres undefined)	38	27
67	CCCCSc1nc2c(cnn2-c2ccc(F)cc2)c(=O)[nH]1	48	18
68	CCOc1oc(-c2ccc(OC)cc2)nc1C(F)(F)F	-10	42
69	CCN1C(=O)C2(C(C#N)=C(N)Oc3c2c(C)nn3-c2ccccc2)c2ccccc21 (centres undefined)	1	20
70	Cc1cc(NC(=O)c2cc3nc(C4CC4)cc(C(F)(F)F)n3n2)no1	-19	25
71	C=CCNC(=O)c1ccccc1NC(=O)c1ccccc1C	14	15
72	Cc1ccc(N(C(=O)C2CCCC2)C2C=CS(=O)(=O)C2)cc1C (centres undefined)	9	40
73	CC(C)(C)N=Cc1cc(-c2ccccc2)sc1O	-380	148
74	CC(C)(C)OC(=O)N[C@@H](Cc1ccccc1)c1nnc(SCC(=O)O)o1	21	32
75	CC(=O)CC1(O)C(=O)N(Cc2ccccc2)c2ccccc21 (centres undefined)	-8	43

# Three structures out of the list, sorted by formula weight, low to high.
No.	canonical_smiles	Htt clearance	Htt clearance grain fraction
51	O=Cc1cc2ccccc2nc1SCc1ccc(Cl)cc1	-434	114
65	CCc1ccc(NC(=O)CS(=O)CC(=O)Nc2ccc(F)cc2F)cc1 (centres undefined)	-38	46
63	O=C(Cn1nnc(-c2ccc(CN3CCOCC3)cc2)n1)NC1CCCCC1	13	17

# Following part
No.	canonical_smiles	Htt clearance	Htt clearance grain fraction
76	CC(C)OCC(O)Cn1c(N2CCCC2)nc2c1c(=O)[nH]c(=O)n2C (centres undefined)	8	37
77	Cc1nc(NC(=O)CSc2nc3cccnc3n2C2CCCCC2)sc1C	17	18
78	Cc1nc(Nc2ccc3c(c2)OCO3)c2oc3ccccc3c2n1	3	38
79	COc1cc2cc(C(=O)Nc3ccccc3)c(N)nc2cc1OC	18	33
80	CCOC(=O)C1CCCN(C(=O)COC(=O)c2cc(=O)c3ccccc3o2)C1 (centres undefined)	-15	42
81	CCOC(=O)c1[nH]cnc1C(=O)Nc1ccncc1	-14	22
82	COC(=O)c1ccc(COc2ccc3c(C)c(C)c(=O)oc3c2)o1	-3	35
83	CC(C)Cc1cc(C(=O)N2N=C(C(F)F)CC2(O)C(F)F)c2ccccc2n1 (centres undefined)	-69	32
84	CCCc1cc(=O)n2[nH]c(NCc3ccccc3Cl)nc2n1	23	26
85	CC(C)CCOP(=O)(c1ccc(N(C)C)cc1)C(O)c1ccccc1F (centres undefined)	28	26
86	COC(=O)CSc1nc(-c2ccccc2)c2c(c1C#N)CCCC2	6	19
87	CC1=C(C(=O)Nc2ccccc2)C(c2ccco2)n2ncnc2N1 (centres undefined)	19	15
88	COc1ccc(CNc2ccc(-c3ccccc3OC)nn2)cc1	30	28
89	COCCSc1nnc(NC(=O)C(C)(C)C)s1	-60	70
90	C/C(=C(\C#N)C(=O)NCCCN1CCOCC1)N(C)C	4	42
91	COc1ccc(CCN=CC2=C(O)CC(C)(C)CC2=O)cc1	-11	44
92	Cc1cccc(NCCNc2cccc(C)c2)c1	31	27
93	CS(=O)(=O)c1cccc(C(=O)Oc2ccccc2)c1	-12	20
94	COc1cccc(CNC(=O)C(CCSC)NS(=O)(=O)c2ccc3c(c2)oc(=O)n3C)c1 (centres undefined)	8	33
95	CCOC(=O)c1cn(CC(=O)Nc2ccc(CC)cc2)nn1	16	31
96	CC(C)c1cc(NC(=O)C(C)(C)C)cc(C(C)C)c1O	?	.
97	O=C1C(=C2CCCCC2)SC(=S)N1Cc1ccco1	22	14
98	CCOC(=O)c1c(NC(=O)CSc2nnc(-c3ccco3)o2)sc(C(C)=O)c1C	-25	21
99	Cc1cccc(N(C(=O)c2ccc(CN3CCOCC3)o2)C(C(=O)NC(C)(C)C)c2ccc(F)cc2)c1 (centres undefined)	11	16
100	O=C(Nc1ccc2c(c1)OCO2)C(c1ccccc1)N1CCC2(CC1)OCCO2 (centres undefined)	-4	21
101	Cc1cc(C)cc(N(CC(=O)O)S(=O)(=O)c2c(C)noc2C)c1	29	15
102	Cc1ccc(N2C(=O)C(Cl)=C(Nc3c(C)n(C)n(-c4ccccc4)c3=O)C2=O)cc1	-66	56
103	CCOc1ccc(NC(=O)C(C)O)c(NS(=O)(=O)c2ccc(CCNC(C)=O)cc2)c1 (centres undefined)	-1	18
104	CC1Cc2ccccc2N1C(=O)CSc1nnc2c(n1)[nH]c1ccccc12 (centres undefined)	-1	21
105	Cn1c(Cl)cnc1C1CC(=O)c2cc(Cl)ccc2O1 (centres undefined)	-14	40
106	COc1cc2cc(CN(Cc3cccnc3)C(=O)NCc3ccccc3)c(=O)[nH]c2cc1OC	2	34
107	COc1ccc(CNC(=O)C2CCCN(S(=O)(=O)c3c(C)n[nH]c3C)C2)cc1 (centres undefined)	8	18
108	CCOC(=O)c1nnn(CC(=O)Nc2cccc(Cl)c2C)c1C(=O)OCC	22	18
109	Cc1ccc(S(=O)(=O)NCCCN2CCOCC2)cc1C	1	20
110	O=c1cc(N2CCN(Cc3ccccc3)CC2)[nH]c(=O)n1-c1ccc(Br)cc1	-22	57
111	Clc1ccc(-n2nnnc2Sc2ncnc3sccc23)cc1	-46	68
112	COc1ccccc1NC(=O)CSc1nnc(-c2ccoc2C)n1CC1CCCO1 (centres undefined)	-20	48
113	Cc1cc(C)cc(C(=O)n2cnnc2N)c1	-4	19
114	O=S(=O)(c1ccccc1)c1nc(-c2ccco2)oc1NCCCN1CCOCC1	-15	22
115	Cc1ccc(-c2cc(C(F)F)n3ncc(C(=O)N4CCN(c5ccccn5)CC4)c3n2)cc1	-33	41
116	CCOC(=O)N1CCN(C(=O)CCSc2ccc(Cl)cc2)CC1	69	5.4
117	Cc1sc2nc(CN(Cc3cccs3)C(=O)C3CC3)[nH]c(=O)c2c1C	62	7.1
118	O=C(CN1CCC(c2nc3ccccc3s2)CC1)NCc1ccccc1	12	17
119	COC(=O)COc1ccc(S(=O)(=O)Nc2ccc(NC(C)=O)cc2)cc1C	-20	25
120	Cc1ccc(OCC(=O)Nc2ccc(N3CCCC3)cc2)cc1C	38	14
121	CCCOc1cccc(C(=O)Nc2cccc(NC(=O)c3ccco3)c2)c1	41	18
122	Cc1cc(C(=O)CSc2n[nH]c(-c3ccccc3F)n2)c(C)n1Cc1cccs1	19	16
123	Cc1onc(-c2ccccc2)c1C(=O)OCC(=O)Nc1ccc2c(c1)OCO2	38	14
124	C=CCn1c(SCC(=O)NCC2CCCO2)nnc1C1CCCCC1 (centres undefined)	38	23
125	CCOc1ccc2nc(-c3ccccc3)[nH]c2c1	48	21
126	COCCNC(=O)c1ccccc1NC(=O)CN(c1ccc2c(c1)OCO2)S(C)(=O)=O	-273	146
